CCT modulator: changes cytosolic chaperonin activity | activity change, % (no concentration beside the values), hits read low | 0.3% of 360,000 active | AID 651819 | purified chaperonin ATPase assay, HTRF ADP detection, 30 min; in the data active = activity change below about -30%; note: % is set by controls: 0 for no effect and ±100 for the full control effect
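Enzyme 40 or 20 nM (batch-dependent) in Tris pH 7.4/KCl/MgCl2/DTT; cpd 76 uM single point; ATP 10 uM; 30 min 37 °C; Transcreener ADP HTRF detection, 30 min RT; ratio 665/615.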
Nrf2 block: inhibitors of Nrf2 signaling; Potency, µM (series often up to 46 µM), without a hit: top-dose activity change, negative = inhibition, usual class: inhibitors; 2.1% of 360,000 active; AID 504444; A549 ARE-Fluc reporter, luciferase luminescence, 18-24 h; note: potency is the fitted concentration of half-maximal effect; % is set by controls: 0 for no effect and ±100 for the full control effect; nearly all actives have a fitted effect of over 60% in size
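In this cell-based qHTS, ARE-driven firefly luciferase in A549 cells reports Nrf2 activity; the luminescent signal after BugLite lysis is the measured value, with a prior CellTiter-Fluor read for cell health.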
HepG2 viability: counter-screen for TGF-b inhibitors: cytotoxicity in HepG2 cells; HepG2 CAGA-GFP viability, ATP luminescence, 18 h; AID 588856; Potency, µM (top dose mostly 46.1 µM), inactives show top-dose activity change, negative = cytotoxicity, most hits filed as cytotoxic; 0.76% of 410,000 active; note: potency is the fitted concentration of half-maximal effect; some results filed as inactive show a strong effect at the top dose
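HepG2 CAGA-GFP cells (1000/well, DMEM with 1% FBS) received compound, then TGF-beta at 500 pg/mL final, and were incubated 18 hours at 37 degrees C. Viability was read by CellTiter-Glo luminescence. Media-only wells were set as complete cell-killing and DMSO as no toxicity.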
Nrf2 ARE act: activators of Nrf2 (ARE) signaling. AID 624171. AREc32 ARE-luciferase reporter (MCF7-derived line), luminescence, 24 h. 0.31% of 410,000 active. Potency, µM (series often up to 46.1 µM), without a hit: at the highest dose activation, usual class: activators; note: potency is the fitted concentration of half-maximal effect; % of control where 0% means no effect; nearly all actives have a fitted effect of over 65% in size
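Quantitative high-throughput format: AREc32 reporter cells, 1000 per well, received compound by pin transfer and were incubated 24 hr at 37 deg C, 5% CO2, before Steady-Glo luminescence detection.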
Akt phos inh: inhibitors of Akt phosphorylation. activity change, % for hits at 50 µM. AID 651550. Neuro2A IGF-stimulated pAkt S473 HTRF, 20 min; hits give low values. 0.32% of 360,000 active; in the data active = activity change below about -80%; inconclusive = mostly about -51% to -80%; note: % is set by controls: 0 for no effect and ±100 for the full control effect
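Single-point screen (50 µM final compound) in Neuro2A cells stimulated 20 min with 6 nM IGF at 37 deg C. After lysis, Ser473-phosphorylated Akt read by HTRF (ex 330 nm, em 615/665 nm) as the 665/615 ratio.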
S2 tox: reduces viability in counter-screen for ATXN expression inhibitors. S2 cells (HEK-293 line with an ATXN2-luciferase reporter) viability, CellTiter-Fluor protease fluorescence, 24 h. Potency, µM (highest dose often 56.7 µM), actives largely listed as cytotoxic. 0.49% of 400,000 active; note: potency is the fitted concentration of half-maximal effect; nearly all actives have a fitted effect of over 40% in size
MmCpn inh: blocks the Methanococcus maripaludis chaperonin Mm-Cpn | purified Mm-Cpn ATPase, ADP Transcreener TR-FRET | Potency, µM (titrated, usually from 76.9 µM), for the others: at the highest dose activity, negative = inhibition, most hits filed as inhibitors | 0.031% of 330,000 active | AID 504842; note: potency is the fitted concentration of half-maximal effect; % is set by controls: 0 for no effect and ±100 for the full control effect; nearly all actives have a fitted effect of over 80% in size
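Measured: ADP formation by purified Mm-CPN. Conditions: 25 nM protein, 10 uM ATP, Tris pH 7.4 with Mg2+, K+ and DTT, 37°C for 30 min. Detection: Transcreener HTRF after 30 min at room temperature.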
A549 tox: A549 cytotoxicity, counter-screen for Nrf2 inhibitors; A549 ARE-Fluc cells, CellTiter-Fluor viability, 18-24 h; Potency, µM (titrated, usually from 46 µM), for inactives: top-dose activity change, negative = cytotoxicity, actives largely listed as inhibitors; 0.16% of 390,000 active; AID 504648; note: potency is the fitted concentration of half-maximal effect; % is set by controls: 0 for no effect and ±100 for the full control effect
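A549 ARE-Fluc cells in 5% FBS OPTI-MEM, 5000 cells/well, rested 2 h then exposed to compounds in concentration-response for 18-24 h at 37 °C. Viability by CellTiter-Fluor fluorescence (Ex 405/Em 525) after 30 min; luciferase luminescence (BugLite, 15 min, RT) read afterwards.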
TGFb SMAD3 inh: TGF-b pathway inhibition | HepG2 CAGA-GFP TGF-b/SMAD3 reporter, GFP fluorescence, 18 h; TGF-beta stimulated, 500 pg/mL final | Potency, µM (titrated, usually from 46.1 µM), without a hit: at the top dose activity, negative = inhibition, hits mostly inhibitors | 1.2% of 410,000 active | AID 588855; note: potency is the fitted concentration of half-maximal effect; % is set by controls: 0 for no effect and ±100 for the full control effect; nearly all actives have a fitted effect of over 65% in size
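Cell-based qHTS in HEPG2 carrying a CAGA-GFP Smad reporter; compounds added before 500 pg/mL final TGF-beta, 18 h incubation at 37 degrees C, GFP fluorescence quantified per cell by imaging cytometry.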
An asterisk follows results filed as active; i = inactive; ? = inconclusive; nt = not tested or not shown; & = joins results of further samples; [ ] = remark or other dose. Unless noted, calls come from the whole dose curve; as a rule, active = well fitted curve in the direction sought with a large enough effect; inconclusive = small, poorly fitted or top-dose-only effect, or another doubt; inactive = no such curve, though single readings can be large; an effect the other way counts as inactive or inconclusive.

Order of results – CCT modulator	Nrf2 block	HepG2 viability	Nrf2 ARE act	Akt phos inh	S2 tox	MmCpn inh	A549 tox	TGFb SMAD3 inh
1. CC(C)(C)c1csc(NC(=O)CS(=O)(=O)c2ccccc2)n1
→ -0.1	?	-7%	3.2%	i	i	0%	3%	-7%
2. COCCCn1c(C)csc1=Nc1cccnc1
→ 2.6	1%	1%	-0.3%	i	i	-2%	2%	5%
3. COC(=O)Cn1ncc(N(C)Cc2ccccc2)c(Cl)c1=O
→ -0.4	?	4%	-0.3%	i	i	0%	1%	-1%
4. CS/C(=N\S(=O)(=O)c1ccc(F)cc1)c1ccccc1
→ nt	5%	0%	nt	nt	nt	nt	-2%	60%[activator]
5. COc1ccc(-c2nc(C)ncc2-c2ccccc2)c(O)c1
→ -2.5	1%	-3%	0.7%	i	i	0%	13%	0%
6. Fc1ccccc1CSc1ncnc2c1ncn2C1CCCCO1 (stereo unspecified)
→ -0.7	?	-8%	0.2%	i	i	nt	-3%	-2%
7. CCOC(=O)c1cnc2nc[nH]n2c1=O
→ -0.5	5%	28%	-0.7%	i	i	3%	-6%	24%
8. COc1ccc(-c2c(-c3ccccc3OC)oc3ccccc23)cc1F
→ -0.2	5%	-18%	15%	i	i	-2%	3%	-1%
9. CC(C)c1ccc(NC(=S)NCc2cccs2)cc1
→ -5.3	17%	-22%	4.5%	i	i	-1%	-11%	-24%
10. COc1ccccc1OCCn1c(SCC(N)=O)nc2ccccc21
→ -3.7	7%	0%	2.6%	i	i	-2%	10%	0%
11. O=C(/C=C/[C@H]1O[C@@H](n2cnc3c(NC(=O)c4ccccc4)ncnc32)[C@H](O)[C@@H]1O)NCC(c1ccccc1)c1ccccc1
→ 0.1	nt	5%	1.9%	i	i	nt	nt	-10%
12. C=CCNCc1cccn1-c1sc2c(c1C#N)CCCC2
→ -1.8	12%	-33%	4.3%	i	i	1%	nt	0%
13. Cc1ccc(C2(C)NC(=O)N(CC(=O)N3CCN(S(=O)(=O)c4cccc(F)c4)CC3)C2=O)cc1 (stereo unspecified)
→ -0.3	2%	-27%	1.9%	i	i	-3%	4%	3%
14. CCCNC(=O)NC(=O)CSc1nc2ccccc2c(=O)n1Cc1ccncc1
→ -0.1	-2%	-34%	0.3%	i	i	-7%	3%	13%
15. Cc1ccc(C(=O)c2ccccc2C(=O)OCC(=O)NCCc2ccc(Cl)cc2Cl)cc1
→ -0.9	6%	3%	-0.7%[9.22 µM]	i	i	0%	12%	?
16. CCC(Oc1ccccc1)C(=O)Nc1nnc(S(=O)(=O)N(CC)CC)s1 (stereo unspecified)
→ nt	?	-23%	0.2%	nt	i	nt	-1%	?
17. CN(Cc1ccccc1)c1c([N+](=O)[O-])c(=O)n(C)c2ccccc12
→ -1.0	-11%	-19%	-0.6%	i	i	-1%	-15%	-7%
18. CCCCN1C(=O)/C(=C/C=C2\SCCN2C)SC1=S
→ 0.3	?	4%	2.4%	i	?	-2%	?	33%[activator]
19. CCCN(CC(=O)Nc1ccccc1C)C(=O)Cc1c[nH]c2ccccc12
→ 2.6	-1%	0%	-0.1%	i	i	nt	1%	8%
20. CCCc1nnc(SCC(=O)O)n1CC
→ 1.7	1%	5%	-0.6%	i	i	0%	0%	1%
21. NC(=O)Nc1ccc(C(=O)OCC(=O)Nc2ccc([N+](=O)[O-])cc2C(F)(F)F)cc1
→ -3.0	-22%	10%	0.3%	i	i	-1%	0%	9%
22. CCOC(=O)c1ccc(NC(=S)NCc2ccc(F)cc2)cc1
→ -0.1	1%	-20%	-0.3%	i	i	nt	-3%	?
23. COCc1nnc(NC(=O)c2cc(OC)c(OC)cc2[N+](=O)[O-])s1
→ 1.1	4%	3%	-0.2%	i	i	-6%	-3%	1%
24. O=c1cc(-c2ccccc2)nc2c(Cl)cc(Cl)cn12
→ 1.1	nt	-50%	4µM*	i	i	nt	nt	-15%
25. CCCS(=O)(=O)NC(=O)C1(C)CCCN(C(=O)c2ccc(OC)cc2)C1 (stereo unspecified)
→ -0.8	nt	-1%	0.1%	i	i	nt	nt	0%
26. Cc1cccc(NC(=O)C(=O)NCC2CCCO2)c1 (stereo unspecified)
→ -3.1	?	9%	-0.5%	i	i	-2%	-7%	?
27. O=C(CSc1ccc(Cl)cc1)Nc1cccc(NC(=O)c2ccco2)c1
→ 5.1	?	0%	10%	i	i	-1%	-10%	0%
28. O=C(O)c1c[nH]c2nccnc12
→ 3.8	nt	-4%	-0.3%	i	i	nt	nt	1%
29. O=C(O)c1cccc(S(=O)(=O)N2CCOCC2)c1
→ -1.1	1%	8%	-0.1%	i	i	0%	-5%	-4%
30. CCn1c(CNC(=O)c2ccc(F)cc2)cc2ccccc21
→ -1.2	11%	-30%	0.1%	i	i	0%	1%	?
31. c1cc(-n2nnc3cnccc32)ccn1
→ -3.5	4%	0%	-0.7%	i	i	0%	?	4%
32. O=C(Nc1nc2ccsc2c(=O)s1)C1CCC1
→ 0.1	?	-1%	?	i	i	?	-2%	0%
33. Cc1ccc(C(=O)COc2ccc3c(C)cc(=O)oc3c2)cc1
→ -0.7	?	-12%	1.9%	i	i	1%	1%	6%
34. Cc1ccc(CNn2cn[nH]c2=S)cc1
→ 0.0	3%	12%	-0.1%	i	i	nt	1%	4%
35. O=C(OCc1ccc(Br)cc1)c1cccc(-c2nnc(-c3ccccc3)o2)c1
→ -1.0	23%	-2%	-0.1%	i	i	1%	-3%	6%
36. COc1cc(C(O)c2nc(-c3cccc(F)c3)cs2)ccc1F (stereo unspecified)
→ -1.1	nt	-23%	6.3%	nt	i	nt	nt	29%
37. Cc1cc(C)nc(SCc2cn3c(C)cc(C)nc3n2)n1
→ -0.2	-7%	-14%	4.1%	i	i	0%	-6%	-2%
38. Cc1ccc(S(=O)(=O)NCCNC(=O)N2CCOCC2)cc1
→ -0.7	3%	4%	-0.6%	nt	nt	-5%	-5%	-13%
39. Cc1cccc(C)c1-n1nnnc1C1(C)CCC(=O)N1Cc1ccc(F)cc1 (stereo unspecified)
→ -0.1	nt	nt	0.8%	i	i	nt	nt	nt
40. Fc1ccccc1NC(=S)Nc1ccc(Br)cc1
→ -0.8	23µM*	-9%	0.4%	i	i	0%	?	-25%
41. CCCCNC(=O)C[C@@H]1C[C@@]2(C(=O)OCC)CCCC=C2N(Cc2ccc3c(c2)OCO3)C1=O
→ 0.1	nt	nt	0.6%	i	?	nt	nt	nt
42. CCN(CCCNC(=O)c1[nH]c(C)c(C(C)=O)c1C)c1cccc(C)c1
→ 2.7	?	-42%	2.9%	i	i	0%	-5%	-5%
43. O=C(Nc1ccc(F)cc1)N1CCc2ccccc2C1
→ 0.2	?	-69%	4.1%	i	i	0%	9%	0%
44. CSCC(=O)N1CCCC(CNC(=O)c2ccccc2Cl)C1 (stereo unspecified)
→ 2.0	?	-11%	-0.1%	i	i	-4%	0%	9%
45. CC(C)(C)OC(=O)NCCCC[C@H](NC(=O)c1[nH]cnc1C(=O)Nc1ccccc1)C(=O)OC(C)(C)C
→ -1.7	?	-56%	-2.3%	i	?	1%	-19%	?
46. CC(=O)Nc1ccc(NC(=O)c2sc3nc4n(c(=O)c3c2C)CCCCC4)cc1
→ 0.2	?	0%	-0.4%	i	i	-1%	-7%	22%
47. O=C(Nc1nc2c(Cl)c(Cl)ccc2s1)C1CC1
→ -1.7	19%	4%	16%	i	i	0%	9%	3%
48. Cc1ccc(NC(=O)Cn2cc(C(=O)C3CC3)c3ccccc32)cc1
→ -0.7	-21%&1%	1%&-5%	-0.2%&-0.4%	i	i	-1%	-6%&-2%	2%&0%
49. Cn1cc(C(=O)c2cccc(Cl)c2)cc1/C=N\O
→ 0.4	0%	-10%	3.6%	i	i	-8%	2%	-16%
50. Cc1ccc(C(=O)Nc2cccc([N+](=O)[O-])c2)cc1S(=O)(=O)Nc1ccc(NC(=O)c2ccccc2)cc1
→ 0.4	-7%	4%	2.2%[9.22 µM]	i	?	0%	-5%	-12%
51. Cc1cccc(C(=O)Nc2ccc(S(=O)(=O)N3CCOCC3)cc2C)c1
→ 1.2	-7%	6%	0.0%	i	i	1%	4%	20%
52. O=C(NCc1ccc(F)cc1)c1ccc2nc(N3CCCCC3)sc2c1
→ nt	?	-19%	2.9%	nt	i	nt	3%	-19%
53. CN(C)S(=O)(=O)c1cccc(C(=O)NCC(C)(C)CNC(=O)c2cccc(S(=O)(=O)N(C)C)c2)c1
→ 0.4	-18%	-4%	0.7%	i	i	7%	3%	-24%
54. C=C1[C@@H](OC(C)=O)CC[C@]2(C)[C@@H]1C[C@@H]1C[C@H](OC(C)=O)C(C)=C([C@@H](OC(C)=O)[C@@H]2OC(C)=O)C1(C)C
→ -1.2	?	-17%	0.2%	i	?	1%	0%	?
55. COc1ccccc1C1=CC(=O)CC(C)(C)C1=O
→ -3.1	0%	3%	0.4%	i	i	0%	4%	5%
56. O=C(NCC1CCCO1)C(=O)N/N=C/c1ccccc1C(=O)O (stereo unspecified)
→ -2.2	-4%	-14%	-0.3%	i	i	-2%	-2%	3%

Screening results deposited in PubChem by National Center for Advancing Translational Sciences (NCATS).
